# Lmaj promast = Leishmania major promastigote growth inhibition, primary screen | Leishmania major promastigotes, resazurin fluorescence viability | inhibition, % at 10 µM | 200,000 compounds, 9% hits; in the data active = inhibition above about 50%;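 also: promastigotes grown with compound for 44 hours at 28 °C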
# RAM inhibit = inhibitors of the yeast RAM network, primary screen, dse1pr::URA3 reporter, 5-FOA selection; S. cerevisiae dse1pr::URA3 reporter, 5-FOA growth OD615, 2 d; analog-sensitive cbk1-as2 kinase mutant strain; inhibition, % at 50 µM; 190,000 compounds, 1.8% hits; AID 868, 2007;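 active = inhibition above a set limit, 3 SD over mean compound inhibition, cut at about 8.4% in these data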;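 also: 0% = DMSO-only wells with no growth and 100% = 10 µM 1-NA-PP1 full growth; inhibition rescues growth on 5-FOA so higher OD means more RAM inhibition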
# bIAP inhibitor = bovine intestinal alkaline phosphatase inhibitors, primary screen, selectivity assay for TNAP inhibitor project, biochemical, bovine IAP, CDP-star luminescence. 190,000 tested, under 10 active. inhibition, % at 20 µM. AID 1019, 2008. alkaline phosphatase, intestinal [Bos taurus]. purified bovine IAP, 30 min;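 active = over 50% inhibition of intestinal alkaline phosphatase at 20 µM in the single-dose screen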
#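 System: purified bovine intestinal alkaline phosphatase (IAP) enzyme; Input: IAP diluted 1/65,000,000 in the well; Measured by: CDP-star luminescence signal; Compound dosing: 20 µM single dose; Incubation: 30 min reaction at room temperature.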
# PPARg SRC-1 ag = PPARgamma agonists recruiting SRC-1 coactivator, primary screen, biochemical. AID 631, 2007. Peroxisome proliferator-activated receptor gamma (Homo sapiens), P37231. 200,000 compounds, 0.41% hits. activation, % at 8 µM. PPARgamma-SRC-1 coactivator recruitment biochemical assay; in the data active = activation above about 19%;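 also: 0% = DMSO and 100% = reference agonist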
# Target sequence (P37231 whole entry, looked up): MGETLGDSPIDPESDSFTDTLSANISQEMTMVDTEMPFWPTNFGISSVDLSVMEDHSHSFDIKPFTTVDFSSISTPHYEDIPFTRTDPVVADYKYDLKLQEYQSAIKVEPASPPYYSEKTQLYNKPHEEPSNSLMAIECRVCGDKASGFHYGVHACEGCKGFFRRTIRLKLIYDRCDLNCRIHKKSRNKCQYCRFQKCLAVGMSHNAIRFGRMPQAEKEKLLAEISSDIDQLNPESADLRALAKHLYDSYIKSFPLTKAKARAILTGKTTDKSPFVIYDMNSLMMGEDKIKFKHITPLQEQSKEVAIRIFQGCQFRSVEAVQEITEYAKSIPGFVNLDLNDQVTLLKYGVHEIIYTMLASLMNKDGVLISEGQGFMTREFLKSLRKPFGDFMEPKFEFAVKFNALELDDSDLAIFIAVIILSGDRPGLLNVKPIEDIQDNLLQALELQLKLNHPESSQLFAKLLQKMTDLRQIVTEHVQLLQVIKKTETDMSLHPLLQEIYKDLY
# DTT redox prof = compounds producing H2O2 with reducing agent – biochemical, NIH compound library profiling, artefact control for MLSCN library redox annotation, primary screen; 200,000 compounds, 0.03% hits; activation, % at 10 µM; DTT-dependent redox cycling H2O2, phenol red/HRP absorbance; 100% = 100 µM peroxide control, 0% = buffer;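 active = activation of at least 50% relative to the plate's high and low controls in the primary single-dose screen; inactive = activation below 50%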;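 also: compound incubated with DTT at 0.8 mM final as the reducing agent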
# S1P3 antagonist = S1P3 receptor antagonists, primary screen, cell-based. Sphingosine 1-phosphate receptor 3 (Homo sapiens), Q99500. 170,000 compounds, 0.27% hits. CHO S1P3 NFAT-BLA reporter, FRET fluorescence, antagonist mode. inhibition, % at 4.98 µM;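 active = inhibition above the plate cutoff, the mean inhibition of test wells on that plate plus 3 SD, cut at about 28% in these data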;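 also: cells challenged with S1P at its EC80 of 0.8 µM; blue over green emission ratio from cleaved BLA substrate after 4 h stimulation; 0% = S1P-stimulated wells and 100% = unstimulated DMSO-only wells; some compounds past the cut are filed as inactive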
# Target sequence (Q99500 whole entry, looked up): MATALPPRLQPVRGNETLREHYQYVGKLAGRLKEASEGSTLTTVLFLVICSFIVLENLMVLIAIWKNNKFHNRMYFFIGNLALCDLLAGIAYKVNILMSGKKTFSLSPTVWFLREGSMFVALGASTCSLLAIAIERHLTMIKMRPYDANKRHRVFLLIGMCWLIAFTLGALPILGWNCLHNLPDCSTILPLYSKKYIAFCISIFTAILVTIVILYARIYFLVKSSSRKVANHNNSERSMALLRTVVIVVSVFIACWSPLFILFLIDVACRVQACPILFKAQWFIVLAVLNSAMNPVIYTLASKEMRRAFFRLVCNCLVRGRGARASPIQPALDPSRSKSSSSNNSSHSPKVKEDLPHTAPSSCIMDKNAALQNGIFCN
# SRC2 TRFRET art = TR-FRET signal artefacts, primary screen, artefact control for PPARgamma SRC-2 agonist project, biochemical; TR-FRET artefact counter-screen; stronger effect = higher value; TR-FRET ratio at 8 µM; 200,000 compounds, 0.4% hits; in the data active = TR-FRET ratio above about 2000; also: inactives centre near 1500
# PPARg SRC2 recr = agonists of PPARg-SRC-2 recruitment, primary screen, biochemical, HTS; activation, % at 8 µM; 200,000 compounds, 0.34% hits; PPARgamma LBD-SRC-2 recruitment; Peroxisome proliferator-activated receptor gamma (Homo sapiens), P37231; in the data active = activation above about 22%;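 also: 0% = vehicle and 100% = reference agonist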
# PPARg SRC3 recr = PPARgamma agonists recruiting SRC-3 coactivator, primary screen, biochemical | activation, % at 8 µM | biochemical PPARgamma/SRC-3 coactivator recruitment assay | 200,000 compounds, 0.26% hits | AID 731, 2007 | Peroxisome proliferator-activated receptor gamma (Homo sapiens), P37231; in the data active = activation above about 23%;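 also: 0% = DMSO and 100% = reference agonist; some compounds past the cut are filed as inactive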
# HMGR II inh = inhibitors of E. faecalis class II HMGR, primary screen, biochemical, Enterococcus faecalis; purified E. faecalis HMGR, NADPH absorbance 340 nm kinetic; inhibition, % at 10 µM; 190,000 compounds, 0.41% hits; HMG-CoA reductase (Enterococcus faecalis, mvaE); AID 1066, 2008;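 active = inhibition above a set limit, the median over all tested compounds plus 3 SD, cut at about 9.5% in these data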;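 also: enzyme runs in reverse so mevalonate oxidation gives rising NADPH absorbance; 0% = complete reaction with DMSO and 100% = background rate lacking mevalonate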
# ROMK mod = ROMK potassium channel modulators, primary screen, cell-based, thallium flux, MLSMR library. ATP-sensitive inward rectifier potassium channel 1 (Homo sapiens), P48048. Tet-inducible ROMK, thallium flux fluorescence; actives lie on both sides. B-score at 10 µM. 130,000 compounds, 2% hits;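 active = signal ratio slope over the read window, or its plate-corrected B-score, at least 3 SD from the plate mean, either direction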;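 also: B-score of the F/F0 ratio slope over 7 to 12 s after thallium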
# An asterisk follows results filed as active; / = not tested or not shown.
SMILES,Lmaj promast,RAM inhibit,bIAP inhibitor,PPARg SRC-1 ag,DTT redox prof,S1P3 antagonist,SRC2 TRFRET art,PPARg SRC2 recr,PPARg SRC3 recr,HMGR II inh,ROMK mod
O=C(Nc1ccccc1)OCCNC(=O)c1ccccc1,-6,-0.8,0,8,3.0,19,1705,8,17,-5,-0.46
Cn1c(NC(=O)c2cccs2)cc(=O)n(C)c1=O,-1,0.2,-6,1,-2.4,-17,1689,0,3,2,/
COc1cc(C(=O)NC2=NCCS2)cc(OC)c1OC,0,0.2,7,3,0.4,/,1572,3,0,2,1.6
CCCC(C)C(=O)OCC(=O)NCc1ccc(OC)c(OC)c1 (stereo not drawn),-8,0.7,6,8,-0.1,-4,1705,8,-1,-3,-0.044
Cc1cnc(NC(=O)COc2ccccc2)s1,1,0.6,7,1,0.2,-3,1614,-1,0,1,/
CCOC(=O)/C(C#N)=C\C1=C(N2CCCC2)CC(C)(CC)OC1 (stereo not drawn),4,-0.1,-6,-2,1.1,/,1425,-4,-14,-1,0.18
COc1ccc(NC(=O)CCCC2CCCCC2)cc1S(=O)(=O)N1CCCCC1,10,4.2,15,-4,0.1,-3,1553,2,4,8,-0.49
Cc1ccc(C(=O)NCCc2nnc(SCC(=O)Nc3nc(-c4ccccc4)cs3)n2C)cc1,-5,1.1,-1,-2,3.2,/,1393,-2,-2,0,/
COc1ccc(CC(C#N)(CO)c2nc3ccccc3[nH]2)cc1 (stereo not drawn),2,0.1,11,5,0.5,-3,1382,2,-2,2,/
O=C1Nc2ccccc2C(O)(C(=O)NCc2ccc3c(c2)OCO3)N1c1ccccc1 (stereo not drawn),-6,1.2,-2,-6,-2.2,/,1574,1,0,3,/
c1ccc(-n2ncc3c2ncn2c(C4CCCCC4)nnc32)cc1,-1,2.4,10,6,-4.2,/,1491,0,10,-3,0.2
CN1CCN(S(=O)(=O)c2ccc(Oc3ccc(F)c(Cl)c3)nc2)CC1,-8,1.0,0,5,0.2,-12,1582,0,5,0,-0.59
CC1(C)CC(=O)C(C=NCCCN2CCOCC2)=C(O)C1,5,0.9,4,-6,-0.3,-24,1525,4,-8,6,-0.48
CCN1CCN(C(c2cc3cc4c(cc3[nH]c2=O)OCO4)c2nnnn2C(C)(C)CC)CC1 (stereo not drawn),14,2.0,4,-6,0.4,-8,1410,-1,-4,0,-0.64
COc1cc(C(=O)NCC(=O)N/N=C(C)\C=C\c2ccccc2)cc(OC)c1OC,5,1.5,-15,13,-0.1,5,1754,8,6,-3,0.0041
COc1cccc(/C=c2/s/c(=C(\C#N)C(=O)N3CCOCC3)n(-c3ccccc3)c2=O)c1,1,0.3,6,6,-0.1,/,1688,4,48*,4,/
O=C(/C=C/c1ccccc1)N1CCN(CC(O)COc2ccccc2)CC1 (stereo not drawn),78*,0.1,1,9,-7.6,/,1607,1,1,0,/
Cc1ccc(C(=O)NNC(=O)CCN2C(=O)C3CCCCC3C2=O)cc1 (stereo not drawn),-6,-0.4,12,-1,0.7,8,1393,2,3,-2,/
COC(=O)C1=C(C)NC(C)=C(C(=O)OC)C1c1ccc(N(C)C)cc1,-1,1.6,-1,-1,1.8,-1,1582,3,2,-2,/
COc1cc2cc(CN(Cc3cccs3)C(=S)Nc3cccc(C)c3)c(=O)[nH]c2cc1OC,88*,8.9*,2,0,-0.5,2,1354,0,4,1,0.28
CCC(c1nnnn1Cc1ccco1)N(CCc1ccccc1)Cc1cc2ccc(OC)cc2[nH]c1=O (stereo not drawn),86*,4.0,0,8,-0.9,-15,1659,-5,-1,-3,/
COC(=O)CSc1nnc(CSc2nc(C)cc(C)n2)n1Cc1ccco1,-4,0.9,-15,-2,2.8,7,1436,-1,-1,-2,/
COc1ccc(CCNc2nc3ccccc3n3nnnc23)cc1OC,-1,2.1,8,3,-0.2,/,1662,15,3,-3,/
CCc1cc2cc3c(cc2nc1SCC(=O)Nc1nnc(C)s1)OCCO3,-4,2.4,-5,4,-1.9,/,1648,-3,-1,2,/
CCCCN(CC)Cc1ccc(CNC(=S)Nc2c(C)cc(C)cc2C)o1,22,0.5,-12,4,-0.9,-16,1415,5,-1,-4,-0.034
Cc1ccc(S(=O)(=O)N(C)C(=O)NC(=O)NS(=O)(=O)c2ccccc2)cc1,0,1.8,2,3,-0.4,-11,1596,3,2,-3,1.5
O=c1c2[nH]c3ccccc3c2ncn1CCC1=CCCCC1,4,3.1,30,8,6.3,12,1549,9,10,-2,0.021
COC(=O)C1=C(C)NC(=O)NC1c1cc(Cl)ccc1OC (stereo not drawn),-4,0.0,5,0,-1.6,-15,1662,5,2,1,-0.17
CCOC(=O)c1c(NC(=O)Cc2cccs2)sc(C)c1C,33,2.2,9,-9,-0.2,-40,1585,-4,-5,-1,/
CO/C([O-])=N/c1c[n+](-c2ccc(C)cc2)no1,-4,1.1,13,4,0.4,-40,1589,4,3,-6,/
COc1cccc(OCC(O)CN2CCN(CCO)CC2)c1 (stereo not drawn),-1,1.8,4,6,0.2,-46,1491,0,9,1,0.032
Cc1cccc(NC(=O)CN(C)S(=O)(=O)c2cccs2)c1,1,3.8,35,2,0.2,/,1220,5,-6,-3,1.1
COc1ccc(CN2CCNC(=O)C2CC(=O)NCCSc2nccn2C)c(OC)c1 (stereo not drawn),-8,1.9,-5,3,0.1,4,1456,2,1,0,0.64
CN(C)CCN(Cc1cc2cc3c(cc2[nH]c1=O)OCCO3)C(=S)NCC1CCCO1 (stereo not drawn),-2,3.2,-9,8,0.2,-9,1708,0,6,-2,0.45
CCCCCCNC(=O)Cc1nc2nc(C)cc(C)n2n1,-8,3.1,4,-2,2.8,/,1459,-4,-3,5,/
O=C1/C(=C/c2ccc(F)cc2)CCC1C1CCCC1 (stereo not drawn),-10,3.8,6,9,0.3,-17,1607,3,4,0,0.14
O=c1[nH]c(Cn2nnc(-c3ccccc3)n2)nc2scc(-c3ccccc3)c12,-2,2.9,0,0,-4.1,9,1553,6,0,-5,/
Cc1cc(C)nc(NS(=O)(=O)c2ccc(NC(=S)NC(=O)C(C)C)cc2)n1,-4,1.1,2,2,0.9,/,1559,9,11,-1,/
Cc1ccc(OCCNC(=O)c2cc(=O)[nH]c3ccccc23)cc1,0,1.3,-5,4,-0.3,-8,1643,-5,5,-3,/
CN1C2C=C3C(C#N)=C(N)C(C#N)(C#N)[C@@H](c4cccc(F)c4)[C@@H]3C1CC2 (stereo partly drawn),14,0.3,-3,1,2.6,/,1507,-1,2,-1,/

# A run of entries from further up, as a working copy:
SMILES,Lmaj promast,RAM inhibit,bIAP inhibitor,PPARg SRC-1 ag,DTT redox prof,S1P3 antagonist,SRC2 TRFRET art,PPARg SRC2 recr,PPARg SRC3 recr,HMGR II inh,ROMK mod
O=C(Nc1ccccc1)OCCNC(=O)c1ccccc1,-6,-0.8,0,8,3.0,19,1705,8,17,-5,-0.46
Cn1c(NC(=O)c2cccs2)cc(=O)n(C)c1=O,-1,0.2,-6,1,-2.4,-17,1689,0,3,2,/
COc1cc(C(=O)NC2=NCCS2)cc(OC)c1OC,0,0.2,7,3,0.4,/,1572,3,0,2,1.6

# (more compounds)
SMILES,Lmaj promast,RAM inhibit,bIAP inhibitor,PPARg SRC-1 ag,DTT redox prof,S1P3 antagonist,SRC2 TRFRET art,PPARg SRC2 recr,PPARg SRC3 recr,HMGR II inh,ROMK mod
CC(NCc1ccccc1Cl)C(=O)Nc1ccc(S(=O)(=O)N2CCCC2)cc1 (stereo not drawn),-2,1.2,2,5,-0.6,-13,1557,9,2,-2,0.59
Cc1cc(Cl)cc(Br)c1OCCCN1C(=O)NC(C)(C)C1=O,-2,-1.1,-4,0,-0.3,/,1550,-2,-3,-1,/
CNCc1ccccc1OCC(=O)Nc1ccccc1OC,1,0.1,6,4,0.5,/,1397,-2,6,2,/
Cn1cccc1/C=N/NC(=O)c1cccc(OC(F)(F)C(F)F)c1,-6,3.5,-1,5,-0.5,-16,1680,6,2,-5,0.012
CC(NC(=O)C(=O)NCC1CCCO1)c1ccccc1 (stereo not drawn),-4,1.0,-2,-5,-1.2,-14,1431,-7,1,1,0.47
Cn1c(=O)n(C)c2cc(NS(C)(=O)=O)ccc21,5,0.9,-2,-1,-0.2,-9,1353,5,2,0,0.8
O=C1C2C3C=CC(C4CC34)C2C(=O)N1Cc1ccccc1 (stereo not drawn),-5,0.1,8,-4,-0.6,-7,1540,5,4,-3,1.4
CCn1c(CC(=O)Nc2ccc(C)cc2)nnc1SCC(=O)N1CCN(c2ccccc2)CC1,-1,0.8,-6,-4,0.5,-24,1304,-3,1,-1,/
COCC(=O)N(C)c1nnc(-c2cnccn2)s1,0,1.4,-2,8,0.8,3,1737,4,1,-3,/
Cc1cc(C)c(NC(=O)c2cn3c4c(c(N5CCN(C)CC5)c(F)cc4c2=O)OCC3C)c(C)c1 (stereo not drawn),41,1.3,/,-1,-0.3,-15,1372,-1,-4,-3,0.66
Cn1c(=O)n(Cc2ccc(Cl)cc2)c2ccccc21,-2,1.2,16,1,0.0,/,1598,9,0,-2,-0.62
C=CCn1c(SCc2c(C)noc2C)nnc1C1COc2ccccc2O1 (stereo not drawn),21,2.2,4,9,-0.2,-4,1480,-4,-2,-7,-1.8
CN=c1scc(-c2ccccc2Br)n1/N=C/c1ccc[nH]1,14,2.5,-4,7,0.3,2,1639,5,6,2,1.4
Cc1cc2nc(C3CCCN(C(=O)NCc4ccccc4)C3)[nH]c2cc1C (stereo not drawn),0,-0.4,-12,-4,1.6,/,1560,7,-13,2,/
C#CCNC(=O)C1=C[C@H](C2CCCCC2)C[C@H](OCc2ccc(CO)cc2)O1,10,2.6,-24,24*,-1.4,-5,1615,15,2,-4,/
CCOc1ccc(C(=O)CC(NCc2cccs2)C(=O)O)cc1 (stereo not drawn),13,0.5,11,10,-0.6,-13,1586,15,3,-3,0.6
Cc1ccc(C)c(C(=O)CSc2n[nH]c(C(C)C)n2)c1,0,0.1,-16,6,-1.3,-13,1669,-2,-1,-1,0.72
Cc1ccc(C)c(NC(=S)NCC(c2ccccc2)N(C)C)c1 (stereo not drawn),17,1.3,9,-6,0.2,-22,1526,-3,-7,-4,0.26
CCOC(=O)Cc1csc(Nc2ccc(Cl)cc2)n1,-6,0.9,-3,-5,2.1,1,1540,2,-4,-5,0.032

# Screening data as filed in PubChem.
